Screens deposited in PubChem by several laboratories.
Hep lipid drop – inhibitors of hepatocyte lipid droplet formation, primary screen, imaging, high-throughput imaging, BODIPY stain | AML12 mouse hepatocytes, oleate lipid droplets | inhibition, % at 6.5 µM | 240,000 compounds, 0.4% hits | AID 1656, 2009;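 active = lipid droplet intensity inhibited by at least 50%, with more than 500 cells counted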
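Assay system: AML12 mouse liver cells | Compound dosing: One dose, 6.5 µM compound | Read-out basis: Droplet intensity reduction, % inhibition | Measured by: Fluorescence imaging, 20x objective, two fields per well | Schedule: Overnight treatment with compound plus oleate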
CSM14.1 death rescue – rescue of cells from ER stress-induced death, primary screen, 384-well, CSM14.1, thapsigargin, ATP luminescence (AID 1222) | one-dose cellular ATP content (survival), % at 20 µM; EC50 in µM for titrated hits | CSM14.1 thapsigargin-induced death rescue, ATP luminescence; higher % means a stronger effect | 190,000 tested, under 10 active;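 active = EC50 below 50 µM in the dose-response confirmation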;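 note: death triggered by thapsigargin at about 15 µM added after 2 h compound pretreatment; cell ATP read after overnight thapsigargin exposure of roughly 18 to 22 hours; normalized against plate controls of thapsigargin alone and 5% DMSO vehicle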
b-catenin transl – modulators of beta-catenin nuclear translocation, primary screen, imaging, HeLa cells, immunofluorescence, high-content. nuclear translocation activity, % at 5 µM. 190,000 compounds, 0.3% hits;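 active = nuclear translocation activity above 50% at 5 µM, with a well cell count of 50 or more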;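 note: per-cell ratio of nuclear to cytoplasmic median beta-catenin stain intensity; plate controls were DMSO negative control for no effect and GSK-3 inhibitor IX positive control for full effect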
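Assay system: human HeLa cells, native beta-catenin; doses: 5 µM primary, 0.02–20 µM confirmation; incubation: compound treatment 24 h, 37°C, 5% CO2; technique: fluorescence imaging of beta-catenin antibody stain plus DAPI; measure: % activation, nuclear-to-cytoplasmic median beta-catenin signal ratio per cell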
MT stabilizer – microtubule stabilizers in HeLa cells, primary screen, imaging, high-content imaging; % tubulin-high responders, % at 10 µM; HeLa tubulin immunostaining HCS, 24 h; share of cells brighter than vehicle mean+2SD; 200,000 compounds, 0.83% hits;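 active = plate Z-score above 3 for both tubulin-high and condensed-nucleus cell shares, with cell loss under 80%, at 10 µM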;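 note: anti alpha tubulin signal scored within the nucleus-defined area of each cell; some results filed as inactive read as strong as hits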
Dynein cargo inh – inhibitors of GR-EGFP nuclear translocation, primary screen, dynein cargo transport inhibitor project, imaging, high-content, 3617.4 mouse cells | test concentration mostly 20 µM; stimulated with dexamethasone, 1 µM; hits give low values | z-score, hits read low | 220,000 compounds, 0.47% hits | AID 1381, 2008;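 active = plate z-score of nuclear minus cytoplasmic receptor signal below a set negative limit, without overly bright fluorescence or cell loss, cut at about -3.5 in these data, passing the limit was not always enough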;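 note: z-score of nuclear minus cytoplasmic ring GR-EGFP intensity difference per well; some compounds called inactive have numbers as strong as hits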
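Buffer or medium – tet-free medium with charcoal-stripped serum · Signal – automated 10x imaging of fixed Hoechst-stained cells · Also added – dexamethasone agonist, 1.0 µM final, for 30 min · Incubation – induction 48 h, compound 1 h, agonist 30 min · Read-out – GR-EGFP nuclear translocation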
Ins promoter up – insulin promoter activators in MIN6 cells, imaging, high-content screening, mouse beta cells; 190,000 compounds, 0.3% hits; MIN6 insulin promoter-GFP reporter; hits give high values; z-score at 5 µM; AID 1625, 2009;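 active = z-score above 3 at 5 µM with at least 500 cells counted in the well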
Autophagy HCS – autophagy modulators in MEF cells, primary screen, imaging, high-content, MEF GFP-LC3; MEF GFP-LC3 puncta imaging; test concentration mostly 10 µM; calls only at 10 µM (by protocol); 190,000 compounds, 0.98% hits; AID 463193, 2010;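 active = percentage of spot-positive cells more than 3 SD above its plate mean, without a fluorescence outlier flag or 80% toxicity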;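 note: spot-positive cell cutoff set from DMSO-treated cells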
WT yeast gro inh – growth inhibition of WT strain, primary screen, mitochondrial fusion inhibitor project, WT and mutant strains, chemical genetic; mitochondrial fusion phenotypic screen; inhibition, % at 10 µM; 190,000 compounds, 2.1% hits; AID 1362, 2008; in the data active = inhibition above about 58%; tested in S. cerevisiae
XIAP antagonists – XIAP antagonists, biochemical, IAP family, fluorescence polarization (AID 1018); E3 ubiquitin-protein ligase XIAP (Homo sapiens); XIAP BIR domain, fluorescence polarization peptide displacement; higher % means a stronger effect; displacement, % at 20 µM; hits with a dose series show IC50 in µM; 200,000 compounds, 0.007% hits; in the data active = displacement above about 50%; note: a part of the inactive calls stands beside numbers as strong as those of hits
WT yeast gro inh mutant strain – second read-out of WT yeast gro inh, no call of its own (marks repeat the call); inhibition, %; mitochondrial fusion phenotypic screen, mutant strain inhibition
Dynein cargo inh cytoplasmic EGFP – also measured in Dynein cargo inh; calls as there; z-score; measured here: cytoplasmic GR-EGFP intensity; hits give high values
Dynein cargo inh nuclear GR-EGFP – recorded beside Dynein cargo inh, whose call it bears; z-score; measured here: nuclear GR-EGFP intensity;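 lower value marks the stronger effect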
Dynein cargo inh cell count – further read-out of Dynein cargo inh, marked with its call; z-score; measured here: cell count per field
Ins promoter up cell count – also measured in Ins promoter up; calls as there; cell count; measured here: cytotoxicity, nuclei count;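 total cells summed across four imaged fields per well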
Hep lipid drop cells 6.5 µM – also measured in Hep lipid drop; calls as there; cell count; measured here: cell count, cytotoxicity flag;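 cells counted across two imaged fields per well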
b-catenin transl cell count 5 µM – second read-out of b-catenin transl, no call of its own (marks repeat the call); cell count; measured here: cell count, cytotoxicity flag
MT stabilizer Hoechst-high % – recorded beside MT stabilizer, whose call it bears; % Hoechst-high responders; measured here: nuclear condensation Hoechst responders;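 share of cells brighter than vehicle mean plus two SD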
MT stabilizer cytotoxicity % – also measured in MT stabilizer; calls as there; toxicity, %; measured here: cytotoxicity by cell density;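 0% = mean cell density of plate MIN control wells and 100% = no cells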
Autophagy HCS cell loss 18 h – recorded beside Autophagy HCS, whose call it bears; toxicity, %; measured here: cell loss, nuclei count;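 cell loss after 18 h compound exposure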
An asterisk follows results filed as active; i = inactive; x = not tested or not shown. Rows are unselected (roughly 4% active in at least one column).

SMILES	Hep lipid drop	Hep lipid drop cells 6.5 µM	CSM14.1 death rescue	b-catenin transl	b-catenin transl cell count 5 µM	MT stabilizer	MT stabilizer Hoechst-high %	MT stabilizer cytotoxicity %	Dynein cargo inh	Dynein cargo inh cytoplasmic EGFP	Dynein cargo inh nuclear GR-EGFP	Dynein cargo inh cell count	Ins promoter up	Ins promoter up cell count	Autophagy HCS	Autophagy HCS cell loss 18 h	WT yeast gro inh	WT yeast gro inh mutant strain	XIAP antagonists
CC1CCc2c(sc(NS(=O)(=O)c3ccccc3)c2C(=O)OC(C)C)C1 (stereo not drawn)	-4	745	4.4%	-1.4	1134	4.2	2.2	4.4	1.5	-0.081	0.69	-2	x	x	i	29	-2	-14	-3.0%
CCOc1ccc(-n2c(SCC(=O)Nc3nccs3)nnc2-c2ccoc2C)cc1	-1	707	x	-1.2	1284	x	x	x	0.55	0.068	0.98	-2.2	-0.93	1059	x	x	x	x	x
O=C(/C=C/c1ccccc1)NC(=S)Nc1cccnc1	x	x	-1.8%	7.2	1467	1.6	1.9	8.9	-0.38	-0.2	-0.28	0.99	-1.2	1271	i	-2	-2	8	0.0%
COc1ccc(/C(C)=N/N=C2/NC(=O)CC(C(=O)O)S2)cc1 (stereo not drawn)	-4	558	-0.4%	-1.8	1179	3.9	3.3	5.1	-0.42	-0.18	-0.3	0.17	0.06	1422	i	15	-15	1	-8.0%
Cc1ccc(SCc2cc(-c3ccc(Cl)cc3)no2)cc1	x	x	-0.8%	1.1	1397	0.9	1.5	11	x	x	x	x	3.1*	1319*	i	-7	21	8	-5.1%
COc1cc2nc(=S)n(CCCN3CCOCC3)c(N)c2cc1OC	-1	669	-0.8%	-0.9	1036	2.3	1.9	1.6	-0.15	-0.42	-0.63	0.96	0.4	1106	i	3	2	-1	-12%
Nc1nc(NCC2CCCO2)nc(NCC2CCCO2)c1[N+](=O)[O-] (stereo not drawn)	39	644	-0.4%	1.0	1086	5.5	2.3	10	-0.37	-0.21	-0.19	-0.17	-0.76	2252	i	-10	-8	-2	0.5%
CC(C)(C)OC(=O)N1CC(O)CC1C(=O)OCC(=O)c1ccc(Cl)cc1 (stereo not drawn)	x	x	-2.3%	0.1	668	5.1	3.2	6.6	-1.6	-0.22	-0.48	0.34	0.75	1488	i	-5	-21	0	-2.7%

Some of these compounds in order of the WT yeast gro inh mutant strain value, largest number first:
Structure | WT yeast gro inh mutant strain
COc1ccc(/C(C)=N/N=C2/NC(=O)CC(C(=O)O)S2)cc1 (stereo not drawn) | 1
CC(C)(C)OC(=O)N1CC(O)CC1C(=O)OCC(=O)c1ccc(Cl)cc1 (stereo not drawn) | 0
Nc1nc(NCC2CCCO2)nc(NCC2CCCO2)c1[N+](=O)[O-] (stereo not drawn) | -2
CC1CCc2c(sc(NS(=O)(=O)c3ccccc3)c2C(=O)OC(C)C)C1 (stereo not drawn) | -14

Next results
SMILES	Hep lipid drop	Hep lipid drop cells 6.5 µM	CSM14.1 death rescue	b-catenin transl	b-catenin transl cell count 5 µM	MT stabilizer	MT stabilizer Hoechst-high %	MT stabilizer cytotoxicity %	Dynein cargo inh	Dynein cargo inh cytoplasmic EGFP	Dynein cargo inh nuclear GR-EGFP	Dynein cargo inh cell count	Ins promoter up	Ins promoter up cell count	Autophagy HCS	Autophagy HCS cell loss 18 h	WT yeast gro inh	WT yeast gro inh mutant strain	XIAP antagonists
CCCCCCCCCCOC(=O)c1csc2nnsc12	-5	789	-1.4%	-1.9	1217	2.1	1.8	1.1	0.25	-0.29	0.29	0.7	-0.28	1160	i	1	0	9	-7.3%
Cc1ccn2c(Nc3ccc4c(c3)OCO4)c(-c3ccc(O)cc3)nc2c1	0	733	x	0.2	1336	x	x	x	0.23	-0.29	0.52	0.57	0.24	996	x	x	x	x	x
CC(=O)Nc1nonc1NC(=O)CSc1ccccn1	x	x	-1.4%	0.6	1326	5.0	2.1	5.0	1.3	-0.21	0.59	-0.7	0.73	1525	i	-15	-26	-37	-3.5%
Cc1cc(NCC(C)C)n2ncnc2n1	-16	573	-1.6%	-1.3	1104	3.0	1.9	6.7	0.39	-0.2	0.47	0.92	x	x	i	4	-5	7	-7.1%
O=[N+]([O-])c1ccc(C(O)CNC(=S)Nc2ccccc2)cc1 (stereo not drawn)	4	654	-1.3%	1.1	1066	3.6	2.4	5.5	-0.84	-0.17	-0.36	0.079	-0.62	1295	i	-3	-4	-4	-5.8%
CCOc1ncccc1C(=O)N1CCN(c2ccc(C(F)(F)F)cn2)CC1	-56	653	4.3%	0.1	1109	6.9	2.1	6.8	0.24	-0.25	0.4	0.69	-0.9	1106	i	22	10	4	-2.6%
Cn1nc(C(=O)Oc2cc(=O)n(C)c3ccccc23)c2ccccc2c1=O	-26	582	0.5%	-0.2	1041	3.4	2.5	8.0	0.43	-0.2	0.71	-0.59	-0.21	1622	i	0	-3	-1	-10%
CS(=O)(=O)N(CCc1ccccc1)CC(=O)N1CCN(c2ccccc2F)CC1	-15	690	0.2%	x	x	2.7	1.4	4.4	-0.11	-0.25	0.25	2.1	1.8	1294	i	-5	-15	3	-12%

Of the compounds above, 2 have a nitro group on carbon:
SMILES	Hep lipid drop	Hep lipid drop cells 6.5 µM	CSM14.1 death rescue	b-catenin transl	b-catenin transl cell count 5 µM	MT stabilizer	MT stabilizer Hoechst-high %	MT stabilizer cytotoxicity %	Dynein cargo inh	Dynein cargo inh cytoplasmic EGFP	Dynein cargo inh nuclear GR-EGFP	Dynein cargo inh cell count	Ins promoter up	Ins promoter up cell count	Autophagy HCS	Autophagy HCS cell loss 18 h	WT yeast gro inh	WT yeast gro inh mutant strain	XIAP antagonists
Nc1nc(NCC2CCCO2)nc(NCC2CCCO2)c1[N+](=O)[O-] (stereo not drawn)	39	644	-0.4%	1.0	1086	5.5	2.3	10	-0.37	-0.21	-0.19	-0.17	-0.76	2252	i	-10	-8	-2	0.5%
O=[N+]([O-])c1ccc(C(O)CNC(=S)Nc2ccccc2)cc1 (stereo not drawn)	4	654	-1.3%	1.1	1066	3.6	2.4	5.5	-0.84	-0.17	-0.36	0.079	-0.62	1295	i	-3	-4	-4	-5.8%

Later entries.
SMILES	Hep lipid drop	Hep lipid drop cells 6.5 µM	CSM14.1 death rescue	b-catenin transl	b-catenin transl cell count 5 µM	MT stabilizer	MT stabilizer Hoechst-high %	MT stabilizer cytotoxicity %	Dynein cargo inh	Dynein cargo inh cytoplasmic EGFP	Dynein cargo inh nuclear GR-EGFP	Dynein cargo inh cell count	Ins promoter up	Ins promoter up cell count	Autophagy HCS	Autophagy HCS cell loss 18 h	WT yeast gro inh	WT yeast gro inh mutant strain	XIAP antagonists
C/C(=N\NC(=O)Cn1cnc2ccccc21)c1cccs1	7	677	-0.9%	1.3	1519	2.9	2.0	6.7	-0.45	-0.29	0.19	0.63	-0.46	1428	i	1	-3	-1	-4.1%
CCN1CCN(C(=O)/C=C/c2ccc3c(c2)OCO3)CC1	0	697	0.8%	-1.1	1163	2.6	2.7	9.5	-0.4	-0.3	-0.35	0.85	0.19	1528	i	8	2	-7	-6.6%
COCCC(=O)Nc1ccc2c(c1)CN(C(=O)CCSC)CC2	5	738	-0.2%	1.0	1138	3.3	2.7	5.0	-0.69	-0.28	-0.35	0.65	-0.55	1366	i	-43	-4	-1	-4.3%
C=CCOc1c(Cl)cc(CNn2cn[nH]c2=S)cc1OC	-1	715	-1.9%	-2.1	1002	1.7	2.9	6.1	-0.3	0.52	0.7	-1.2	-0.11	1617	i	16	23	11	-6.0%
CCOC(=O)Cc1cnc(NC(=O)CSc2nc(C)cc(C)n2)s1	-14	564	0.9%	x	x	2.1	1.8	13	-0.37	-0.18	-0.41	0.24	0.05	1209	i	1	-13	13	4.0%
O=S(=O)(c1cccs1)N1CCC(Cc2ccccc2)CC1	1	758	-1.3%	0.7	892	3.7	2.3	3.6	-0.011	-0.24	0.11	0.82	0.7	1195	i	14	19	20	-3.7%
Cc1ccc(/C=N\n2c(-c3ccccc3)n[nH]c2=S)s1	x	x	-0.6%	0.6	1287	3.6	1.3	7.5	-0.18	-0.26	-0.18	1	-0.37	1639	i	-10	3	1	-2.9%
CSC1=C(C#N)C(c2cccc(Br)c2)CC(=O)N1 (stereo not drawn)	6	705	-1.5%	1.1	1187	2.2	1.6	2.6	2.5	-0.16	1.7	-1.2	-0.36	1187	i	-6	-7	-26	-1.1%
